High-throughput results as filed in PubChem BioAssay.
hcDAF12 agonist: activates DAF-12 receptor from parasite H. contortus; AID 652067; 370,000 compounds, 1.4% hits; activation, % at 6.8 µM; HEK293 hcDAF-12 lit1-tk-luc reporter, luminescence; 0% DMSO, 100% Δ7-dafachronic acid;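 active = activation above the mean of all tested compounds plus 3 SD, cut at about 5.5% in these data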;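 also: 100% = response to 3 µM Δ7-dafachronic acid high control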
DAX1 inh-1: inhibitors of human orphan nuclear receptor DAX1 (NR0B1); P51843; HEK293 Gal4-DAX1 luciferase reporter, luminescence; inhibition, % at 6.75 µM; 340,000 compounds, 0.99% hits; AID 504766;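 active = inhibition above the mean over all tested compounds plus 3 SD, cut at about 4.2% in these data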;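 also: 0% = DAX1-transfected cells with DMSO and 100% = empty-vector control cells with DMSO; inhibition shows as a rise in luminescence from relieved DAX1 repression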
Target sequence (P51843 207-470 limits assumed): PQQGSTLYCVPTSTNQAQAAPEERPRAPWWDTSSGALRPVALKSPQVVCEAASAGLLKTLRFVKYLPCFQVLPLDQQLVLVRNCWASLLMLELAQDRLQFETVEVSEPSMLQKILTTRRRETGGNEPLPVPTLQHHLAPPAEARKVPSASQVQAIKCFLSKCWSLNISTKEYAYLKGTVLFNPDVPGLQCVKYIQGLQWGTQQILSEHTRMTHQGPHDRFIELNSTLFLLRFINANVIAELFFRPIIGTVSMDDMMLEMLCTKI
DAX1 inh-2: inhibitors of DAX1 repression of SF-1 activated StAR promoter. HEK293T StAR-luciferase reporter, SF-1/DAX-1 repression relief. inhibition, % at 6.8 µM. 370,000 compounds, 1.1% hits. AID 652010;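 active = inhibition above the mean over all tested compounds plus 3 SD, cut at about 3.6% in these data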;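 also: 0% = DAX-1 cells with DMSO and 100% = cells lacking DAX-1 with DMSO; higher inhibition means more luminescence from relief of DAX-1 repression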
hgDAF12 agonist: agonists of H. glycines DAF-12 nuclear receptor | HEK293 GAL4-hgDAF12 UAS-luciferase reporter, agonist luminescence; normalized to butyrate control | activation, % at 6.8 µM | 370,000 compounds, 1.8% hits;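 active = activation above a cutoff set at the mean of all screened compounds plus 3 SD, cut at about 10% in these data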;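 also: 0% = DMSO wells and 100% = sodium butyrate wells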
FXN GAA850 act: frataxin GAA850 promoter activation | HEK293 lucGAA850 FXN promoter luciferase reporter, 24 h; percent of 10 µM SAHA response | activation, % at 6 µM | 360,000 compounds, 0.56% hits | AID 540364;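 active = activation above the average of all compounds screened plus 3 SD, cutoff fixed separately per campaign, cut at about 7.5% in these data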;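 also: 0% = DMSO wells and 100% = 10 µM SAHA wells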
SMARCA2 act: activators of SMARCA2 function; MG213 cells, MMTV-luciferase reporter, dexamethasone, overnight; activation, % at 9.1 µM; 370,000 compounds, 1% hits; AID 652017; in the data active = activation above about 7.8%;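 also: 0% = vehicle wells and 100% = reference activator wells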
GC-B act: GC-B (human) receptor activation; P20594; HEK293-GC-B cells, CNP EC30, cGMP TR-FRET; 0% at EC30 CNP, 100% saturating CNP; activation, % at 10 µM; 370,000 compounds, 0.11% hits; AID 1920062;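 active = activation at 10 µM reaching about 35% in either raw or pattern-adjusted values, limit read from the data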
sPLA2-III inh: Inhibits HGIII-sPLA2 liposome hydrolysis, primary screen. Q9NZ20. QFRET BODIPY PC-A2 liposome hydrolysis, fluorescence. inhibition, % at 12.2 µM. 370,000 compounds, 0.56% hits;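 active = inhibition above mean plus 3 SD of compounds lying within the high and low control bounds, cut at about 19% in these data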;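 also: 0% = median of test compound wells and 100% = no enzyme DMSO wells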
Target sequence (Q9NZ20 whole entry, looked up): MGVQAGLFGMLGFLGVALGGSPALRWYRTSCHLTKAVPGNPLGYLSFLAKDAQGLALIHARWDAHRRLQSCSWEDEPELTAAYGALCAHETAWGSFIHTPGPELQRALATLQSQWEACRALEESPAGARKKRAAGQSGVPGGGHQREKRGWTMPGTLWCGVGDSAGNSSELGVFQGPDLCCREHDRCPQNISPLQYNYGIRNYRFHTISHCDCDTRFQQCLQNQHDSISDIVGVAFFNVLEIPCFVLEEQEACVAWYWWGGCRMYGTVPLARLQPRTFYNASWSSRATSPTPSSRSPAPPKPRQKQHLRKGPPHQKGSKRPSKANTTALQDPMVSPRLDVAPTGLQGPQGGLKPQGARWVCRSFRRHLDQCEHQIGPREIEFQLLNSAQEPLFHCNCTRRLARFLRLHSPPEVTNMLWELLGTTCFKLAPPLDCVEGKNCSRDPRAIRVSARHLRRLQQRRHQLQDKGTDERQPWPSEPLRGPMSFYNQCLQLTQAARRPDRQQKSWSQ
KLK7 zymogen act: proKLK7 (human) activation, primary screen; P49862; 370,000 compounds, 0.9% hits; activation, % at 7 µM; purified proKLK7, EDANS-DABCYL substrate fluorescence; 100% is mature enzyme control, 0% vehicle;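 active = activation above the mean of all tested compounds plus 3 SD, computed per campaign excluding outliers beyond control limits, cut at about 13% in these data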
Target sequence (P49862 whole entry, looked up): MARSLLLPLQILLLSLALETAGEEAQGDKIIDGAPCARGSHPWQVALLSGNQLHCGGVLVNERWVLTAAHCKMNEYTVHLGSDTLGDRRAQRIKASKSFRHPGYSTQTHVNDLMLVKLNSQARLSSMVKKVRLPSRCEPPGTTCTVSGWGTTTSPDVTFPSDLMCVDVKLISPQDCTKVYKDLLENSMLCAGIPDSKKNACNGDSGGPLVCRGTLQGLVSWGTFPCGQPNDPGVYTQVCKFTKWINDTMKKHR
ssDAF-12 act: activates DAF-12 receptor from parasite S. stercoralis. HEK293 ssDAF-12/GRIP1 lit1-tk-luc reporter, luminescence; % of 3 µM dafachronic acid response. activation, % at 6.8 µM. 370,000 compounds, 1% hits. AID 652126;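 active = activation above the mean over all tested compounds plus 3 SD, cut at about 0.9% in these data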;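 also: 0% = DMSO-only wells and 100% = 3 µM delta7-dafachronic acid wells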
GC-A act: GC-A (human) enzyme activation. P16066. HEK293 GC-A cells, cGMP TR-FRET, EC30 ANP; 0% at EC30 ANP, 100% saturating ANP. activation, % at 10 µM. 370,000 compounds, 0.14% hits. AID 1671463; in the data active = activation above about 40%
Numbers without * were called inactive; nt = not tested or not shown.

Screens in order: hcDAF12 agonist | DAX1 inh-1 | DAX1 inh-2 | hgDAF12 agonist | FXN GAA850 act | SMARCA2 act | GC-B act | sPLA2-III inh | KLK7 zymogen act | ssDAF-12 act | GC-A act
- Cn1c(NC(=O)c2ccccc2)nc(Cc2ccccc2)c1Cc1ccccc1
    -3.3 | nt | -0.1 | -2.5 | nt | -6 | -2 | 0 | -0.6 | -1.2 | -3
- O=C(NCCc1ccncc1)Nc1ccc(F)cc1
    -0.1 | 0.5 | 1.2 | 3.3 | -2.4 | -2 | 0 | 20* | 0.3 | -0.9 | 5
- COc1ccc(OC)c(NC(=O)C2CCN(S(=O)(=O)c3cccs3)CC2)c1
    -0.8 | -1.9 | -0.4 | -0.6 | 0.6 | -3 | -2 | 3 | 1.1 | -1.4 | 1
- Cc1ccccc1-n1nnnc1SCC(N)=O
    -1.4 | -0.5 | 0.1 | -0.1 | 0.9 | -2 | 1 | -6 | 0.9 | -1.2 | 0
- CCn1c(SCC(=O)Nc2cccc(OC)c2)nc2c(c1=O)SCC2
    -0.9 | -1.2 | -1.6 | -2.6 | -0.2 | 2 | -1 | -5 | 0.2 | -1.6 | -3
- COc1ccccc1N1CCN(C(=O)CSc2nc3ccccc3[nH]2)CC1
    -1.9 | 0.1 | -0.5 | 1.1 | 0.8 | 2 | -8 | -8 | -0.3 | -1.6 | -19
- O=C(CSc1nnnn1-c1ccc(Cl)cc1)NNC(=O)c1ccc([N+](=O)[O-])cc1
    -2.3 | 0.1 | 0.7 | 3.9 | -0.1 | 0 | -2 | -19 | 0.2 | -0.7 | 1
- CCOC(=O)CSC1=C(C#N)C(c2ccc(OC)cc2)C2=C(CC(C)(C)CC2=O)N1 (stereo unspecified)
    -2.1 | 0.2 | -0.8 | -3.0 | 2.9 | -8 | -1 | 3 | 3.0 | -1.0 | 0
- C=CCc1ccc(OCCOCCOc2ccc(C)cc2[N+](=O)[O-])c(OC)c1
    -0.6 | 0.6 | -0.8 | -1.0 | 0.8 | 2 | -4 | -36 | 1.2 | -1.8 | -2
- CC(C)c1ccc(NCCC(=O)c2cccs2)cc1
    1.3 | 4.0 | 0.3 | 7.1 | -1.4 | 1 | -1 | 27* | 0.7 | -1.6 | 3
- CCSc1ccc([C@@H]2[C@@H]3C(=O)N(CC)C(=O)[C@@H]3[C@]3(C(=O)OC)CCCN23)cc1
    0.7 | 0.6 | -0.1 | -1.4 | -1.0 | 2 | 0 | -10 | 0.9 | -1.5 | 1
- COc1ccc(C(=O)NC2CCCN(Cc3ccc(Cl)cc3)C2)c(OC)c1 (stereo unspecified)
    -2.2 | -2.0 | -1.1 | 0.7 | -0.4 | 1 | 1 | -15 | 0.2 | -1.5 | 0
- O=C(COC(=O)c1ccncc1)c1ccc(Br)cc1
    1.0 | 4.6* | 0.8 | -1.8 | 0.7 | 1 | 2 | 1 | 0.3 | -0.7 | 4
- CCC(C)(C)NC(=O)CN(C(=O)CCC(=O)Nc1cc(C)ccn1)c1ccc2c(c1)OCCO2
    -2.2 | 0.8 | 0.2 | -3.6 | -0.9 | 5 | 3 | 2 | 0.3 | -1.7 | -1
- O=C(Nc1ccccc1)Nc1ccc(Br)cc1F
    -1.0 | -1.6 | 0.1 | 6.9 | 0.7 | -5 | 2 | 14 | -0.3 | -1.5 | 6
- Cc1ccc(OCc2nnc(-c3ccc(Cl)cc3)o2)cc1
    -1.2 | 1.6 | 0.3 | 1.0 | 2.4 | -3 | 3 | -6 | 0.2 | -0.5 | 7
- COC(=O)c1cc(OC)c(OC)cc1NC(=S)Nc1cc(Cl)ccc1OC
    -0.6 | -0.3 | -0.4 | 0.7 | 1.2 | -1 | 5 | 13 | 0.0 | -1.0 | -5
- COc1ccc(-c2ccc(CN3C(C(C)C)C(=O)N(Cc4cn(CCC5OCCO5)nn4)CCS3(=O)=O)cc2)cc1 (stereo unspecified)
    -2.8 | -0.1 | -0.8 | -3.5 | 0.7 | -6 | -3 | -23 | 0.5 | -1.3 | 2
- O=Cc1cn(-c2ccccc2)nc1-c1ccccn1
    -2.0 | -1.5 | -0.5 | -0.7 | 1.8 | -2 | -1 | 5 | -1.0 | -0.9 | 4
- CC(C)[C@H](NC(=O)c1ccccc1)C(=O)OCC(=O)N1CC2(C)CC1CC(C)(C)C2 (stereo partly specified)
    1.0 | 0.2 | 0.2 | -1.2 | -0.5 | -2 | 4 | 8 | 0.0 | -0.9 | 3

The list goes on; the last 7 above are carried over.
Screens in order: hcDAF12 agonist | DAX1 inh-1 | DAX1 inh-2 | hgDAF12 agonist | FXN GAA850 act | SMARCA2 act | GC-B act | sPLA2-III inh | KLK7 zymogen act | ssDAF-12 act | GC-A act
- CCC(C)(C)NC(=O)CN(C(=O)CCC(=O)Nc1cc(C)ccn1)c1ccc2c(c1)OCCO2
    -2.2 | 0.8 | 0.2 | -3.6 | -0.9 | 5 | 3 | 2 | 0.3 | -1.7 | -1
- O=C(Nc1ccccc1)Nc1ccc(Br)cc1F
    -1.0 | -1.6 | 0.1 | 6.9 | 0.7 | -5 | 2 | 14 | -0.3 | -1.5 | 6
- Cc1ccc(OCc2nnc(-c3ccc(Cl)cc3)o2)cc1
    -1.2 | 1.6 | 0.3 | 1.0 | 2.4 | -3 | 3 | -6 | 0.2 | -0.5 | 7
- COC(=O)c1cc(OC)c(OC)cc1NC(=S)Nc1cc(Cl)ccc1OC
    -0.6 | -0.3 | -0.4 | 0.7 | 1.2 | -1 | 5 | 13 | 0.0 | -1.0 | -5
- COc1ccc(-c2ccc(CN3C(C(C)C)C(=O)N(Cc4cn(CCC5OCCO5)nn4)CCS3(=O)=O)cc2)cc1 (stereo unspecified)
    -2.8 | -0.1 | -0.8 | -3.5 | 0.7 | -6 | -3 | -23 | 0.5 | -1.3 | 2
- O=Cc1cn(-c2ccccc2)nc1-c1ccccn1
    -2.0 | -1.5 | -0.5 | -0.7 | 1.8 | -2 | -1 | 5 | -1.0 | -0.9 | 4
- CC(C)[C@H](NC(=O)c1ccccc1)C(=O)OCC(=O)N1CC2(C)CC1CC(C)(C)C2 (stereo partly specified)
    1.0 | 0.2 | 0.2 | -1.2 | -0.5 | -2 | 4 | 8 | 0.0 | -0.9 | 3
- CC(C)(C)c1ccc(C(=O)c2c[nH]c(C(=O)O)c2)cc1
    3.0 | -1.0 | 3.0 | 8.0 | 3.8 | 4 | -2 | 3 | 0.8 | -0.3 | 2
- CC1(C)CC(=O)C=C(c2ccc(COC(=O)/C=C/c3ccccc3)cc2)C1=O
    0.0 | 0.3 | -0.9 | 3.1 | -0.2 | -2 | -4 | -22 | 0.4 | -0.8 | -3
- O=C(Nc1cccc(S(=O)(=O)Nc2ccc(SC(F)F)cc2)c1)C1CCC1
    -1.3 | -0.8 | -1.2 | -0.8 | 1.6 | -3 | 4 | -29 | 0.1 | -1.2 | 3
- Cc1ccc(NC(=O)c2cc(=O)c3ccccc3o2)cc1S(=O)(=O)N1CCOCC1
    0.2 | -2.6 | -0.8 | -2.3 | 0.8 | -2 | 0 | 1 | 0.0 | -1.2 | 2
- COCC(C)n1c(C)cc(C(=O)COC(=O)c2ccc3c(c2)NC(=O)CS3)c1C (stereo unspecified)
    -3.0 | -1.2 | -0.6 | -1.6 | 1.5 | -2 | 11 | -13 | 0.8 | -1.9 | 2
- Cc1ccccc1-n1c(SCC(=O)NC2CC2)nc2ccccc2c1=O
    -1.4 | -0.3 | -0.1 | -5.5 | -1.1 | -4 | -8 | 4 | 0.0 | -1.3 | -2
- O=C(c1cccc(C(F)(F)F)c1)N1CCCC1
    -0.4 | 0.1 | -0.8 | 1.9 | 0.7 | -2 | -5 | -2 | -0.1 | -0.6 | 1
- COc1ccc2[nH]c(=O)cc(C(=O)O)c2c1
    -0.5 | 1.2 | -0.1 | 0.6 | 0.2 | -3 | 2 | -6 | 20* | -1.6 | -2
- COc1cccc(OC)c1C(=O)Nc1ccc(S(=O)(=O)N2CCCCC2)cc1
    -0.4 | 1.6 | 0.1 | -0.1 | 1.9 | -2 | 4 | 0 | -0.1 | -0.9 | 2
- COc1cc2ccccc2cc1C(=O)Nc1ccc(Br)cn1
    2.2 | 1.4 | -0.3 | 5.0 | 3.8 | 0 | -10 | 10 | -0.6 | -0.3 | -28
- COc1cc(OC)nc(NC2OC(=O)c3ccccc32)n1 (stereo unspecified)
    -0.6 | 1.5 | 0.4 | 3.5 | -0.3 | -1 | -11 | -2 | 0.2 | -1.2 | -16
- Cc1ccc(S(=O)(=O)N2CCN(C(=O)COC(=O)Cc3c(F)cccc3Cl)CC2)c(C)c1
    -1.2 | -0.3 | 0.6 | 0.3 | 2.6 | -2 | -4 | -7 | 0.6 | -1.2 | -4
- O=C(NC1=NCCS1)c1ccc(OCC2CCCO2)cc1 (stereo unspecified)
    3.9 | 1.2 | 3.0 | 7.4 | 5.1 | 1 | 2 | 1 | -0.3 | 0.2 | 0
- O=C1C(c2ccc(F)cc2)N(Cc2ccc3c(c2)OCO3)C(=O)CN1C1CCCC1 (stereo unspecified)
    -2.1 | -0.6 | 0.7 | 1.1 | -0.8 | -1 | -3 | 2 | -0.2 | -2.1 | -2
- Cc1nc(N2CCN(S(=O)(=O)c3cccc4nonc34)CC2)c2c3c(sc2n1)CCCC3
    -0.9 | 0.2 | 0.1 | 1.8 | 0.2 | 3 | -4 | -1 | 0.6 | -1.2 | -8
- Cc1nc(SCc2nc3c(O)cccc3[nH]2)c2oc3ccccc3c2n1
    -1.7 | -2.2 | -0.9 | -0.9 | 0.8 | 0 | 7 | -2 | -0.4 | -1.2 | 2
- CCC(C)NC(=O)Cn1ccc2cc(S(=O)(=O)N3CCCCCC3)ccc21 (stereo unspecified)
    -1.7 | -0.2 | -0.2 | 0.6 | -0.5 | -1 | 4 | -6 | 0.4 | -1.0 | 0
- COc1ccc(N2C(=O)CSC2c2cccs2)cc1 (stereo unspecified)
    1.0 | -0.7 | 0.6 | -0.3 | 1.8 | -3 | -3 | 7 | -0.1 | 0.1 | -2
- COc1ccc(OCCCC(=O)N2CCCc3ccccc32)cc1
    -1.2 | 0.2 | -0.3 | -1.1 | 0.8 | -5 | -4 | 2 | 0.1 | -1.0 | -7
- O=C(NCc1ccc(N2CCCC2=O)cc1)c1cccc(Cl)c1
    -1.1 | -0.5 | -0.4 | -1.9 | 1.0 | -6 | -3 | 1 | 0.0 | -1.5 | -4
- COC(=O)C1=C(N)OC2=C(C(=O)CCC2)C1c1cccs1 (stereo unspecified)
    -0.9 | 0.2 | 0.7 | 1.7 | -1.1 | 1 | 3 | -3 | 0.0 | -1.1 | 0
- COc1cccc(C2N(c3ccc(Cl)cc3)C(=O)C3CCCN32)c1 (stereo unspecified)
    1.9 | 6.4* | 1.1 | -0.7 | 0.7 | 1 | -10 | 8 | 0.6 | 0.0 | -10
- CN(Cc1ccccc1)C(=O)CCC1CCN(C(=O)CC2=CCCCC2)CC1
    -1.7 | -0.5 | -0.1 | 1.5 | 0.2 | 6 | -1 | -2 | -0.3 | -1.1 | 2

Outcome played no part in choosing rows; overall some 6.7% were active at least once.
